KB-3-1 cytotox: kills parental KB-3-1 adenocarcinoma cells. KB-3-1 viability, CellTiter-Glo ATP luminescence, 72 h. Potency, µM (top dose mostly 46.1 µM), inactives show at the top dose activity change, negative = cytotoxic, hits mostly cytotoxic. 400,000 tested, 1.4% active. AID 1347075; further: potency means the concentration at half of the fitted maximal effect; on the % scale 0 is the no-effect control and ±100 the full control effect; nearly all actives have a fitted effect of over 60% in size
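Cells are dispensed, compounds pinned in, plates held at 37 °C for 72 h, then CellTiter-Glo is added and luminescence read after 10 minutes. Cell line: parental KB-3-1 in phenol-red-free DMEM, 10% FBS.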
HT1080-NT tox: kills 2HG-producing HT-1080-NT fibrosarcoma cells; HT-1080-NT fibrosarcoma viability, CellTiter-Glo ATP luminescence, 48 h; Potency, µM (top dose mostly 46.1 µM), for the others: top-dose activity, negative = less viability, usual class: cytotoxic; 360,000 tested, 1.6% active; AID 686970;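 further: NT is the 2HG producing partner of a matched IDH1 knockdown line; potency means the concentration at half of the fitted maximal effect; 0% = DMSO-treated cells and -100% = media-only wells without cells; nearly all actives have a fitted effect of over 55% in size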
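Read-out is CellTiter-Glo luminescence after 10 minutes at room temperature, following 48 hours' compound treatment of HT-1080-NT cells (750 cells/well, RPMI, 5% FBS, 37 degrees C).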
HT1080 IDH1KD tx: toxicity to HT-1080 IDH1 knockdown cells (counter line); HT-1080 IDH1 knockdown viability, ATP luminescence, 48 h; Potency, µM (top dose mostly 46.1 µM), for the others: at the top dose activity, negative = toxicity, usual class: cytotoxic; 360,000 tested, 2% active; AID 686971;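 further: potency means the concentration at half of the fitted maximal effect; 0% = DMSO wells and -100% = cell-free medium wells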
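Assay cells: HT-1080 with IDH1 knockdown, 750 per well, RPMI/5% FBS. Exposure: 48 h at 37 °C following 2 h pre-incubation. Read: CellTiter-Glo luminescence; fitted concentration-response, curve class assigned.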
SW480 rereplic: inducers of DNA re-replication in SW480 colon cancer cells; Potency, µM (titrated, usually from 46.1 µM), inactives show at the highest dose re-replication activation, most hits filed as activators; SW480 DNA re-replication, Hoechst DNA content imaging, 48 h; 340,000 tested, 1.8% active; further: potency means the concentration at half of the fitted maximal effect; % of control where 0% means no effect; nearly all actives have a fitted effect of over 55% in size
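Readout is total intensity of Hoechst-stained nuclei, excited at 405 nm and collected at 500-530 nm. Compound treatment lasted 48 hr at 37 C in 5% CO2 before staining.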
ATXN2 expr inh: reduces ATXN2 reporter expression in HEK-293 cells | HEK-293 ATXN2-luciferase reporter, luminescence, 24 h | Potency, µM (highest dose often 57 µM), without a hit: top-dose activity change, negative = inhibition, most hits filed as inhibitors | 360,000 tested, 0.72% active | AID 1745845; further: potency means the concentration at half of the fitted maximal effect; on the % scale 0 is the no-effect control and ±100 the full control effect; nearly all actives have a fitted effect of over 55% in size
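ATXN2-luciferase reporter cells (luciferase flanked by upstream and downstream ATXN2 gene portions) were treated 24 h at 37 °C with compounds at up to 57 uM. SteadyGlo luminescence gave expression; GF-AFC fluorescence gave viability.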
KB-V1 cytotox: KB-V1 MDR subline cytotoxicity. KB-V1 MDR cells viability, CellTiter-Glo, 72 h. Potency, µM (series often up to 46.1 µM), for inactives: top-dose activity change, negative = cytotoxicity, actives largely listed as cytotoxic. 400,000 tested, 3.4% active; further: potency means the concentration at half of the fitted maximal effect; on the % scale 0 is the no-effect control and ±100 the full control effect; nearly all actives have a fitted effect of over 60% in size
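Cells of the MDR subline KB-V1 are plated, dosed with compound at multiple concentrations, and incubated 72 h at 37 degrees C; CellTiter-Glo is then added and luminescence read after 10 min.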
IL-1B inflam inh: inhibitors of inflammasome signaling (IL-1 beta secretion). THP-1 LPS/ATP IL-1B secretion, AlphaLISA, 16 h; hits give low values. activity change, % at 57.5 µM. 360,000 tested, 4.7% active; in the data active means activity change below about -50%; inconclusive means mostly about -30% to -49%; further: on the % scale 0 is the no-effect control and ±100 the full control effect
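THP-1 cells pretreated 1 hr with compounds (up to 57.5 uM final), then stimulated with LPS (250 ng/mL final) plus ATP (1.25 mM final); secreted IL-1B measured by AlphaLISA after 16 hr, decreased signal indicating inhibition.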
WRN inhibitor: inhibitors of human WRN helicase. Q14191. WRN helicase unwinding, fluorescent forked duplex, kinetic. Potency, µM (highest dose often 114 µM), for the others: at the highest dose activity change, negative = inhibition, hits mostly inhibitors. 360,000 tested, 0.46% active; further: potency means the concentration at half of the fitted maximal effect; on the % scale 0 is the no-effect control and ±100 the full control effect; nearly all actives have a fitted effect of over 55% in size
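Kinetic fluorescence helicase assay: unwinding of a quenched forked DNA duplex (100 nM final) with 2 mM ATP final raises red fluorescence (525/598 nm). Compounds sat 15 min at room temperature with 20 nM WRN beforehand.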
MCF10A rereplic: DNA re-replication induction in MCF 10a cells; MCF 10A DNA re-replication, Hoechst nuclear intensity, 48 h; Potency, µM (titrated, usually from 46.1 µM), for inactives: at the highest dose activity, positive = re-replication, most hits filed as activators; 350,000 tested, 2.9% active; AID 624296; further: potency means the concentration at half of the fitted maximal effect; % of control where 0% means no effect; nearly all actives have a fitted effect of over 50% in size
* marks the source's active call; other numbers are inactive results; ? = inconclusive; · = not tested or not shown; [ ] = another dose, or the depositor's remark. Unless noted, the call rests on the fitted dose curve; in most records, active means well fitted curve in the direction sought with a large enough effect; inconclusive means small, poorly fitted or top-dose-only effect, or another doubt; inactive means no such curve, though single readings can be large; an effect the other way counts as inactive or inconclusive.

smiles,KB-3-1 cytotox,HT1080-NT tox,HT1080 IDH1KD tx,SW480 rereplic,ATXN2 expr inh,KB-V1 cytotox,IL-1B inflam inh,WRN inhibitor,MCF10A rereplic
Cc1ccc(Cn2cc(CN3CC(N4CCN(Cc5cccc(C)c5)CC4)CS3(=O)=O)nn2)cc1 (centres undefined),?,-1%,-2%,·,-19%,-16%,-5,7%,·
CC(OC(=O)c1cc(S(=O)(=O)N2CCOCC2)ccc1Br)C(=O)N1CCOCC1 (centres undefined),5%,11%,25%,-9%,3%,?,22,3%,-4%
CC(C)(C)OC(=O)N1CCC(c2c(C(=O)NCC3CCN(C4CCCC4)C3)cnn2-c2cccc(Cl)c2)CC1 (centres undefined),-7%,?,18µM*,?,?,6%,-56*,0%,?
COC(=O)[C@]1(C)N[C@H](c2ccc(-c3ccc(OC)cc3)cc2)[C@@H]2C(=O)N(C)C(=O)[C@@H]21,0%,-6%,-15%,-3%,-6%,0%,-2,-11%,-6%
O=C(CC(C(=O)O)c1ccc(Cl)cc1Cl)c1ccc(Cl)cc1 (centres undefined),3%,0%,8%,-13%,5%,29%,5,-4%,-5%
CCN1CCN(C(=O)C(NS(=O)(=O)c2ccc3nc(C)sc3c2)C(C)C)CC1 (centres undefined),17%,6%,5%,-2%,5%,0%,35,-3%,0%
S=C(Nc1ccc2nccnc2c1)N1CCCC1,14%,16%,20%,-4%,-25%,7%,-15,2%,4%
COc1cc(/C(C)=N/NC(=O)c2nnn(-c3nonc3N)c2-c2cccs2)ccc1O,-3%,-4%,-3%,-2%,·,?,-15,1%,3%
CNC(=O)c1ccsc1NC(=O)c1coc2ccccc2c1=O,6%,26%,8%,-20%,3%,-11%,2,-20%,-3%
COc1ccc(-n2nnnc2SCC(=O)Nc2ccc3c(c2)OCCO3)c(OC)c1,1%,-9%,-14%,5%,20%,-24%,7,-1%,1%
COC(=O)[C@@H]1C[C@@]2(O)[C@@H](O)[C@@H](O)[C@@H](O)C[C@H]2N1C/C=C/c1ccccc1,0%,10%,4%,-32%[inhibitor],14%,15%,-13,4%,2%
Cc1ccc(S(=O)(=O)N(C)C)cc1NC(=O)COC(=O)Cc1ccc(Br)cc1,19%,2%,4%,10%,-18%,2%,0,-20%,-10%
CCSc1ccccc1C(=O)N1CCN(Cc2ccc3c(c2)OCO3)CC1,10%,8%,0%,1%,-18%,18µM*,?,11%,2%
COc1ccc(/C(O)=C(\C#N)c2nc3ccccc3n2C)cc1OC,-2%,-3%,-27%,-12%,3%,5.8µM*,-3,-2%,19%
Cn1cc(C(=O)c2cccc(Cl)c2Cl)cc1C(=O)O,-9%,1%,-9%,-6%,-8%,-4%,12,-13%,-1%
O=C(N/N=C/c1ccc([N+](=O)[O-])cc1)c1cccs1,1%,0%,1%,0%,·,-4%,?,6%[11.6 µM],-1%
NC(=O)CC(NC(=O)Cc1ccc(Br)cc1)c1ccc(N2CCN(c3ccc(F)cc3)CC2)c([N+](=O)[O-])c1 (centres undefined),-24%,-20%,-12%,-32%[inhibitor][9.22 µM],?,0%,4,3%,9%
CC(=O)c1c(C)[nH]c(C(=O)NC(C)c2ccccc2)c1C (centres undefined),-6%,-13%,-6%,1%,·,-1%,40,-1%,1%
COc1ccccc1NC(=O)C(C)OC(=O)C1CCN(S(=O)(=O)c2ccc(C)c(C)c2)CC1 (centres undefined),2%,-1%,-1%,-2%,-7%,7.3µM*,9,-4%,15%
COc1ccccc1-n1c(SCC(=O)Nc2ccc(Cl)cc2)nc(O)c(Cc2ccccc2)c1=O,-3%,-8%,-25%,·,·,7%,0,5%,·
Cc1oc(-c2ccccc2Cl)nc1CS(=O)(=O)CC(=O)NC1CCCC1,-17%,-1%,-1%,-2%,-20%,-12%,4,-6%,-1%
COc1ccc(N/C=C(/C(C)=O)c2ccccc2)cc1,5%,0%,4%,-8%,-10%,?,-84*,-26%,1%
O=S(=O)(Cc1ccccc1)N1CCn2c(nc3ccccc32)C1,8%,9%,5%,-6%,13%,9%,-18,-7%,-10%
COc1cc(NC(=O)c2ccc(N3CC4CC(C3)c3cccc(=O)n3C4)c(NC(=O)c3ccncc3)c2)cc(OC)c1OC (centres undefined),4%,-2%,2%,3%,6%,26%,?,-1%[57.1 µM],2%
Cc1cc(C)n2nc(SCC(=O)Nc3ccc(F)c(F)c3F)nc2n1,3%,21%,10%,-2%,·,-4%,-9,-6%,-5%
Cc1ccc(C(=O)OCC(=O)Nc2ccc3c(c2)OCO3)o1,1%,2%,5%,-6%,12%,2%,-5,0%,3%
Clc1ccc2c(c1)C(C1=NCCN1)c1ccccc1CS2 (centres undefined),0.92µM*,1.2µM*,1.5µM*,1.3µM*,?,10µM*,-12,10%,1.6µM*
CC1=C(C(=O)N(C(C)C)C(C)C)CC(CC(=O)NC(c2ccccc2)c2ccccc2)C(=O)N1Cc1ccc(F)cc1 (centres undefined),0%,5%,2%,·,-16%,?,-3,-1%,·
CCC(=O)c1ccc(OCC(=O)Nc2cc(S(=O)(=O)N3CCCCC3)ccc2OC)cc1,-13%,-4%,-2%,1%,-23%,-28%,37,-1%,-29%
Cc1onc(-c2c(Cl)cccc2Cl)c1C(=O)ONC(=O)c1ccccc1,-2%,-6%,-1%,-24%,-12%,-3%,25,7%,0%

(cont.)
smiles,KB-3-1 cytotox,HT1080-NT tox,HT1080 IDH1KD tx,SW480 rereplic,ATXN2 expr inh,KB-V1 cytotox,IL-1B inflam inh,WRN inhibitor,MCF10A rereplic
CCN1CCCC1CNC(=O)C(=O)NCc1ccccc1 (centres undefined),12%,7%,1%,-27%,5%,18%,28,-7%,0%
Cc1ccc(-c2nc(-c3cccnc3)no2)cc1,1%,?,14%,-3%,79%[activator],1%,31,4%,1%
Cc1ccc(-c2nnc(SCC(=O)Nc3ccc(N4CCOCC4)cc3)o2)cc1,-3%,24%,12%,4%,5%,-2%,-4,3%,0%
COCCC(=O)N1CCCC(C(=O)c2ccc(Oc3ccccc3)cc2)C1 (centres undefined),-8%,-7%,-2%,-1%,-25%,1%,-1,5%,7%
COC(=O)c1cccc(OCCCN2CCC(C(O)(c3ccccc3)c3ccccc3)CC2)c1,-19%,?,16µM*,·,-7%,?,0,-7%,·
CCCOc1cc(C)c(S(=O)(=O)NCc2cccs2)cc1C,-5%,5%,-2%,-3%,?,2%,0,-3%,?
COc1ccc(CCn2c(=O)[nH]c3cc(C(=O)NCCN4CCOCC4)ccc3c2=O)cc1OC,7%,3%,4%,-3%,12%,10%,8,9%,3%
CC(C)CCNC(=O)C1(C)CCN1Cc1ccc2ccccc2c1 (centres undefined),5%,?,?,·,-37%,?,-2,-5%[57.1 µM],·
N#Cc1cnn2c(N)c(-c3ccc(Cl)cc3)cnc12,?,?,-10%,?,0%,4.1µM*,19,-26%,-20%
COc1ccc(N2C(=O)CC(N3CCN(c4ccccc4)CC3)C2=O)cc1 (centres undefined),-5%,7%,-2%,-62%[inhibitor],11%,3%,31,-7%,-1%
COc1ccccc1NC(=O)C1(c2ccccc2)CCCC1,-13%,27%,-1%,-3%,-17%[11.3 µM],2%,19,-7%,16%
COc1ccc(CSc2nnc(Cc3sc(-c4ccccc4)nc3-c3ccccc3)o2)cc1,-18%,9%,10%,2%,-10%,0%,-3,0%,2%
Cc1ccc(S(=O)(=O)N2CCN(C3CC(=O)N(c4ccc(F)cc4)C3=O)CC2)cc1C (centres undefined),-1%,0%,10%,-6%,·,19%,-15,6%,0%
COc1ccc(CN(C)C(=O)c2ccc(NS(=O)(=O)c3ccc4[nH]c(=O)[nH]c4c3)cc2)c(OC)c1,4%,18%,5%,0%,7%,26%,19,-4%,-1%
COc1ccc(NC(=O)CSc2nnc(C3CCCCC3)n2-c2ccccc2)cc1,10%,13%,10%,-2%,-1%,-6%,-6,-2%,25%
COc1ccc(C(CNC(=O)CSc2ccccc2C)N(C)C)cc1 (centres undefined),-15%,-20%,-1%,-7%,7%,-25%,-5,-9%,-9%
COc1cc(C(=O)COC(=O)c2ccncc2)cc(OC)c1OC,-9%,-3%,2%,2%,-14%,-7%,-2,8%,-18%
CCOC(=O)N1CCN(Cc2nc(N)nc(Nc3ccc(C)cc3C)n2)CC1,7%,9%,3%,?,-17%,?,4,1%,7%
O=C(Oc1cccc(Nc2ncnc3ccccc23)c1)c1cccnc1,3%,-20%,-3%,-10%,-4%[11.3 µM],23%,36,2%,8%
COc1ccc(S(=O)(=O)N(C)C)cc1NC(=O)COC(=O)c1n[nH]c2ccccc12,-2%,5%,1%,·,·,0%,-8,-2%,·
COc1ccccc1CCC(=O)NNC(=O)Cn1nc(C)cc1C,4%,4%,11%,·,·,11%,-6,-2%,·
N#Cc1c(-c2ccc(Cl)cc2)cc(-c2cccs2)nc1SCC(=O)O,-13%,-1%,-24%,5%,-9%,-12%,7,?,23µM*
C=CCOc1ccc2ccccc2c1CNCCCN1CCOCC1,2%,-3%,4%,3%,-4%,16µM*,-10,-1%,26%
Cc1occc1-c1nnc(SCC(=O)NC(C)(C)C)n1C(C)c1ccccc1 (centres undefined),-3%,-11%,-1%,2%,-1%,-1%,-21,3%,-2%
COc1ccc(NC(=O)CSc2nccn2C)c([N+](=O)[O-])c1,7%,15%,14%,-7%,45%[activator],-19%,-13,8%,1%

From PubChem
